# SR-BI uptake up: SR-BI HDL lipid transfer activation | CHO ldlA[mSR-BI] cells, DiI-HDL uptake fluorescence, 3 h; 100 = double the neutral-control signal | activation, % at 12.5 µM | hit rate 0.096% among 320,000 | AID 504775;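 active = mean replicate activation of at least 60% and every replicate at or above 60%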;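 note: 0% = median plate neutral-control signal and 100% = twice that signal; values of inactives mirror those of a sister screen read the other way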
#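 Material – SR-BI-overexpressing, LDLR-lacking CHO cells · Medium – BSA-supplemented, HEPES-buffered Ham's F12, pH 7.4 · Doses – single concentration · Times – compound with DiI-HDL co-incubation, 3 h at 37 °C · Measured by – bottom-read fluorescence, 550/595 nm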
# phage Ecoli inh: E. coli growth loss with phage present. growth absorbance. inhibition, % at 11.9 µM. hit rate 0.26% among 360,000. AID 651602; in the data active = inhibition above about 11%
# CAL PDZ FP-1: CAL PDZ (human) peptide binding inhibition; Q9HD26; purified CAL PDZ, TMR-peptide fluorescence polarization, 1 h; inhibition, % at 24.9 µM; hit rate 0.92% among 300,000; AID 602252;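 active = mean inhibition of at least 30% with at least half of replicates also reaching 30%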;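 note: 0% = DMSO neutral control and 100% = excess unlabeled competitor peptide PRC23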
# Ecoli viability: bacterial growth inhibition, counter-screen for AddAB inhibitors; inhibition, % at 11.9 µM; E. coli V3065 growth, OD600 absorbance, 18 h; hit rate 0.27% among 330,000;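 active = inhibition above the campaign's mean inhibition across all tested compounds plus 3 SD, cut at about 9.9% in these data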;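 note: uninfected addAB+ strain grown without phage in ampicillin broth; 0% = DMSO wells and 100% = ciprofloxacin 0.95 µg/ml wells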
# Wnt bcat act: Wnt/beta-catenin pathway activation. Wnt/beta-catenin reporter cell assay, activator, plate reader. activation, % at 9.35 µM. hit rate 1.2% among 300,000; in the data active = activation above about 30%, passing the limit was not always enough;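 note: 0% = neutral control wells and 100% = positive control wells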
# MITF act: activators of MITF-driven TRPM1 promoter activity in SK-MEL-5 cells; AID 588334; SK-MEL-5 TRPM1-promoter luciferase, 24 h; % of positive control, neutral wells = 0; activation, % at 12.5 µM; hit rate 0.75% among 300,000;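 active = mean activation of at least 80% with every replicate also reaching 80%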;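 note: 0% = neutral control wells and 100% = parthenolide positive control wells; values of inactives mirror those of a sister screen read the other way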
# AddAB inh: less growth of phage-infected E. coli with AddAB. inhibition, % at 11.9 µM. hit rate 0.29% among 330,000. E. coli expressing H. pylori AddAB, absorbance growth; in the data active = inhibition above about 12%;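 note: 0% = vehicle wells of infected cells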
# CAL PDZ FP-2: inhibitors of human CAL PDZ peptide binding; purified CAL PDZ, TMR-peptide fluorescence polarization, 1 h; inhibition, % at 20 µM; hit rate 0.02% among 330,000; AID 504414;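 active = highest replicate inhibition of at least 40%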;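 note: plate controls were DMSO neutral control wells for no effect and unlabeled competitor peptide control wells for full effect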
#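 Read-out basis: mP drop reported as inhibition | Assay system: Tagged CAL PDZ protein CerCALP, purified | Benchmarks: Unlabelled peptide for full inhibition, DMSO wells as neutral | Schedule: 1 h incubation at room temperature before polarization reading | Buffer or medium: Sodium phosphate/NaCl buffer pH 7.4 with TCEP, IgG, Thesit | Doses: Single point, 20 µM | Measured by: Fluorescence polarization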
# Tat transport: E. coli Tat transport inhibition. E. coli MC4100 TorA-mCherry Tat export, fluorescence. inhibition, % at 10 µM. hit rate 0.036% among 340,000. AID 488895;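 active = mean replicate inhibition at least 50% and at least half of replicates individually reaching 50%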;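 note: exported cargo escapes ClpAP degradation while cytoplasmic cargo is degraded and loses fluorescence; 0% = median of neutral control wells and 100% = median of NaSCN control wells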
# SR-BI DiI inh: inhibitors of mouse SR-BI mediated HDL lipid uptake; AID 488896; Q61009; inhibition, % at 12.5 µM; ldlA[mSR-BI] CHO cells, DiI-HDL uptake fluorescence, 3 h; hit rate 0.96% among 320,000;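 active = mean replicate inhibition of at least 70% and a set share of replicates each scoring 70 or more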;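 note: 0% = median of neutral control wells and 100% = median of positive control wells; values of inactives mirror those of a sister screen read the other way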
# Target sequence (Q61009 whole entry, looked up): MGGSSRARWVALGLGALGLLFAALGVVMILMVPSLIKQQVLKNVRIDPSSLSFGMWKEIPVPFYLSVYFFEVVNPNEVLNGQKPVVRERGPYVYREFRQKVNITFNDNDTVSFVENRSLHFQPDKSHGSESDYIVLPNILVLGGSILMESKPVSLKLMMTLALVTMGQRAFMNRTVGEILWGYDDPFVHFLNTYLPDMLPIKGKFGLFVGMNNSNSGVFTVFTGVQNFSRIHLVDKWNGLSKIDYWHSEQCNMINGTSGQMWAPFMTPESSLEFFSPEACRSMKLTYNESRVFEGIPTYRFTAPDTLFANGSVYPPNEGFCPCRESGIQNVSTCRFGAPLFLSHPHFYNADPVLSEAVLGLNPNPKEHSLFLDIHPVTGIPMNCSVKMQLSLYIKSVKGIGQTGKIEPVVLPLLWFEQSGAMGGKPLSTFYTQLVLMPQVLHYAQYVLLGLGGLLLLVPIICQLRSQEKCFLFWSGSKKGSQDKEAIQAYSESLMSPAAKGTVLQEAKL
# * hit, by the source's call; / = no result given. An unsorted share of the library; any-hit rate near 3.6%.
SMILES,SR-BI uptake up,phage Ecoli inh,CAL PDZ FP-1,Ecoli viability,Wnt bcat act,MITF act,AddAB inh,CAL PDZ FP-2,Tat transport,SR-BI DiI inh
COc1cc(CC(=O)Nc2ccc(Cl)c(C(F)(F)F)c2)cc(OC)c1OC,47,5.0,-1,0.4,-2,-2,3.0,-1.8,-3,-47
OC(COc1ccc2ccccc2c1)Cn1cncn1 (stereo not drawn),19,2.5,2,-1.0,3,22,3.4,/,-8,-19
O=C(Nc1ccccc1)NN(C(=O)CCl)c1ccccc1,9,-4.2,-1,-7.4,-2,-87,-1.7,-1.0,-10,-9
CC(=O)N/N=C/c1ccc(OCCOc2ccc(Br)cc2)cc1,-38,2.3,5,1.0,1,-3,6.4,-2.4,-5,38
Cc1c(Br)c(C(=O)NNC(=O)c2ccc(C(C)(C)C)cc2)nn1C,-8,-0.6,12,-3.4,8,/,-0.4,-1.4,-2,8
Cc1cc(N)n(-c2ccc(S(=O)(=O)c3ccc(C(C)C)cc3)cc2)n1,10,2.4,0,-2.2,-2,0,2.6,-1.4,-3,-10
CCN(CC)CCCNC(=O)c1ccccc1NC(=O)C1=CSCCO1,7,2.1,-3,3.4,5,-9,3.2,-1.6,8,-7
NC(=O)CSc1nnc(-c2ccncc2)n1-c1ccc(Cl)cc1,18,0.7,/,-1.7,-2,-10,0.0,-0.2,-3,-18
CCOc1ccc(/C=C/[N+](=O)[O-])c2ccccc12,-45,/,0,-0.5,/,/,-0.3,-1.6,-6,45
CCCNC(=O)c1c(N)n(-c2ccc3c(c2)OCO3)c2nc3ccccc3nc12,-31,3.0,-1,-0.8,-2,-38,2.1,-0.7,-4,31
C/C(=N\Nc1nc2ccc(Cl)cc2o1)c1ccccc1,/,3.0,/,0.3,-1,/,-0.2,/,/,/
CC(=O)Oc1ccc(/C=C(\NC(=O)c2ccco2)C(=O)NCc2ccccc2)cc1,/,4.2,-2,-0.4,11,/,5.9,-2.0,1,/
COc1cc(OC)cc(C(=O)N[C@H](C(=O)OCC(=O)N2CCN(S(=O)(=O)c3ccc(C)cc3)CC2)C(C)C)c1,16,1.6,4,/,0,-3,/,0.8,6,-16
CCCn1c(N)c(Sc2ccccc2[N+](=O)[O-])c(=O)n(CCC)c1=O,/,2.5,-3,2.0,-1,/,3.1,-3.2,2,/
O=C(COC(=O)/C=C/c1ccccc1)NC1CCCCC1,6,0.1,-7,0.0,-1,3,3.8,-0.8,-2,-6
N#Cc1nc(-c2cccs2)oc1NCCCN1CCOCC1,-3,3.0,0,1.2,1,0,2.0,-2.6,1,3
CC1CCN(S(=O)(=O)c2cccc3cccnc23)CC1,4,3.3,14,-0.2,-1,-7,3.3,-2.6,1,-4
O=c1c(Cc2ccc(F)cc2)c(O)ccn1Cc1ccc(Cl)cc1Cl,11,2.9,-1,-0.6,-1,-2,0.0,0.5,-3,-11
CC(=O)NC(Cc1c[nH]c2ccccc12)C(=O)NCc1ccco1 (stereo not drawn),/,1.5,-3,0.1,-1,3,2.5,-1.9,0,/
Cc1c(N=NC2=C(O)CC(C)(C)CC2=O)cc2c(c1[N+](=O)[O-])C(C)(C)CC2(C)C,19,2.1,-4,0.9,-1,/,1.9,0.8,-1,-19
Cc1ccc(S(=O)(=O)N2CCN(C(=O)C3COc4ccccc4O3)CC2)cc1C (stereo not drawn),22,1.0,-3,-1.1,/,-1,2.1,-0.9,-1,-22
O=C(c1cccc([N+](=O)[O-])c1)N1CCN(c2ccc(Cl)cc2)CC1,-23,3.8,-6,-1.6,-4,-6,0.2,0.7,9,24
C=CCN(c1ccc(Br)cc1C(=O)OC)S(C)(=O)=O,2,4.1,-2,0.5,-3,6,-0.3,-0.7,3,-2
O=C(COc1ccc(Cl)cc1)NCc1nnc(SCC(=O)Nc2ccccc2F)o1,50,2.5,-7,-0.6,-4,2,2.6,-3.2,1,-50
COc1cc(C(=O)Nc2ccccc2C2COC(=O)C2=N)cc(OC)c1OC (stereo not drawn),-17,3.7,-5,-0.5,0,4,0.2,0.5,-3,17
Cc1ccc(/C=C2/SC(=S)N(C3CCCCC3)C2=O)o1,-6,2.5,-4,-2.3,0,4,-1.7,-3.2,-12,6
CSc1ccccc1NC(=O)CN(c1ccccc1Br)S(C)(=O)=O,35,2.5,-3,0.2,-2,-8,2.7,0.2,1,-35
CCOC(=O)CN1C(=O)/C(=C/c2ccccc2Br)Oc2ccccc21,-38,-0.2,-3,-0.7,9,-4,-1.4,2.1,3,38
COc1ccc(NC(=O)CC2SC(=O)NC2=O)cc1 (stereo not drawn),16,1.7,1,-0.5,-2,-5,0.2,-2.7,1,-16
O=C(/C=C/c1ccco1)NCC1COc2ccccc2O1 (stereo not drawn),20,-1.2,-5,-0.7,17,17,0.1,-0.6,-1,-20

# 3 entries already listed, ordered by molecular weight, low to high.
SMILES,SR-BI uptake up,phage Ecoli inh,CAL PDZ FP-1,Ecoli viability,Wnt bcat act,MITF act,AddAB inh,CAL PDZ FP-2,Tat transport,SR-BI DiI inh
COc1cc(C(=O)Nc2ccccc2C2COC(=O)C2=N)cc(OC)c1OC (stereo not drawn),-17,3.7,-5,-0.5,0,4,0.2,0.5,-3,17
CCOC(=O)CN1C(=O)/C(=C/c2ccccc2Br)Oc2ccccc21,-38,-0.2,-3,-0.7,9,-4,-1.4,2.1,3,38
CSc1ccccc1NC(=O)CN(c1ccccc1Br)S(C)(=O)=O,35,2.5,-3,0.2,-2,-8,2.7,0.2,1,-35

# (next part)
SMILES,SR-BI uptake up,phage Ecoli inh,CAL PDZ FP-1,Ecoli viability,Wnt bcat act,MITF act,AddAB inh,CAL PDZ FP-2,Tat transport,SR-BI DiI inh
Cc1cc(OCc2cc(C(=O)N(C)CCc3cnn(C)c3)no2)cc(C)c1Cl,-25,-1.0,-2,-1.4,0,57,1.1,-2.7,10,25
Cc1ccccc1NC(=O)c1cccc(N2C(=O)C3C4CC(C(Br)C4Br)C3C2=O)c1 (stereo not drawn),-18,1.6,-2,/,-2,-6,/,-1.8,2,18
OCC1(CCc2ccccc2)CCCN(CCCC(F)(F)F)C1 (stereo not drawn),-2,3.3,-5,/,-1,/,/,-1.3,6,2
Cc1ccc(OCC(=O)N2CCN(c3nnc(-c4ccc(C)cc4)c4ccccc34)CC2)cc1,-78,1.6,/,1.1,/,-4,5.2,-1.9,17,78*
NC(=O)N/N=C/c1cn(-c2ccccc2)nc1-c1cccs1,-17,0.8,-6,0.2,4,34,-0.3,-1.6,11,17
c1nc2sc3c(c2c2nnnn12)CCCC3,-13,-0.6,1,-2.7,/,1,-4.4,-1.2,-6,13
Cc1sc2c(=O)n3c(nc2c1C(=O)NC1CCCCC1)CCCCC3,31,-0.2,-4,4.5,/,-1,4.2,-3.8,-4,-31
CCN(CC)S(=O)(=O)c1cc(NC(=O)COC(=O)c2sc3ccccc3c2Cl)ccc1C,5,3.0,0,1.3,-1,4,0.7,-0.7,-4,-5
CCN1CCN(CCCNC(=O)c2ccc(NC(=O)C3=CSCCO3)cc2)CC1,10,1.3,-3,0.6,1,7,3.4,-2.5,-3,-10
COc1ccc(-c2nnc3ccc(SCC(=O)Nc4cc(C)on4)nn23)cc1OC,13,2.9,16,-2.8,-1,7,-1.4,-0.5,-5,-13
CCc1ccc(NC(=O)CCn2c(=O)c3cccn3c3ccccc32)cc1,-37,3.4,3,1.5,0,-8,3.9,-1.3,12,37
O=C(O)c1ccc2c(c1)C(=O)N(c1ccc(/C=C/C(=O)c3ccccc3)cc1)C2=O,-15,0.9,-4,-0.7,32*,-7,-0.2,-2.6,4,15
COc1ccccc1-n1cc(C(=O)NCC(=O)N2CCN(c3ccccc3)CC2)c2ccccc2c1=O,-28,4.6,-2,0.6,/,43,5.5,-0.2,-9,28
CCOC(=O)C1CCCN(C(=O)c2ccc(C)cc2O)C1 (stereo not drawn),22,3.9,-1,0.4,-4,/,0.0,-0.5,-3,-22
Cn1cccc1C1C=C(c2ccc(C(C)(C)C)cc2)Nc2ncnn21 (stereo not drawn),-16,0.0,-3,1.1,2,9,-0.1,-0.1,-4,16
O=C(CNc1ccc2ccccc2c1)N/N=C/c1cc2ccccc2nc1Cl,4,-1.5,/,-0.8,21,-2,2.6,-2.5,0,-4
CCOc1ccc(NC(=O)CCN2CCN(S(=O)(=O)c3ccc(Cl)cc3)CC2)cc1,13,4.7,2,0.7,-2,-4,0.6,-0.3,-3,-13
O=c1nc2n(c3ccc([N+](=O)[O-])cc13)CCCCC2,12,0.8,/,-0.2,-2,-13,1.0,-0.6,-4,-12
CC1Cc2ccccc2N1C(=O)CSc1ccccc1 (stereo not drawn),18,4.2,/,1.1,5,5,2.1,0.2,-4,-18
CCOC(=O)N1CCN(C(=O)c2ccc3c(c2)ncn3C2CCCC2)CC1,0,3.3,0,-2.5,/,14,0.6,-1.4,-2,0
COCCCNCCOCCSc1ccc(Cl)cc1,10,1.4,-3,1.0,0,-8,-0.2,-2.4,-4,-10
CCOC(=O)N1CCN(Cc2nc3cc(NC(C)=O)ccc3n2C)CC1,11,2.0,0,0.8,-1,-3,1.8,0.8,0,-11
Cc1ccsc1/C=N/NC(=O)c1nnn(-c2nonc2N)c1C,-47,1.3,/,-0.8,-2,42,1.6,-0.3,2,47
Cc1ccc([C@@H]2[C@@H]3C(=O)N(C)C(=O)[C@@H]3[C@]3(Cc4ccccc4)C(=O)N(CCO)CC(=O)N23)o1,0,1.5,-3,-1.2,-4,-9,1.8,-1.4,2,0
Cc1nc(NCCCn2ccnc2)c2oc3ccccc3c2n1,11,1.8,3,-1.2,0,0,-1.1,-0.9,-11,-11
O=C(CSc1cccc2cccc(Cl)c12)NC1=NCCS1,-16,3.8,-2,-1.5,-2,-6,2.8,-1.8,-4,16
CCc1nnc(NC(=O)CN2CCC(O)(c3ccccc3OC)CC2)s1,9,-1.1,-1,-1.5,-5,-1,0.7,-1.0,-7,-9
COc1ccc([C@@H]2CC(=O)c3c(O)cc(O)cc3O2)cc1O,-4,3.2,2,-1.5,40*,47,-3.5,-1.0,10,4
Cc1cc(C(=O)COC(=O)COc2ccc(C#N)cc2)c(C)n1C1CC1,20,3.1,-3,-2.6,-1,-3,-1.5,-0.3,3,-20
COc1cccc(NC(=O)CN(C)C(=O)C(C)Sc2ccccc2)c1 (stereo not drawn),3,1.2,-1,/,1,5,/,-2.2,1,-3
CC1=CC(c2ccc(Cl)cc2)n2nc(N3C(=O)CCC3=O)nc2N1 (stereo not drawn),19,/,-3,-0.7,/,-1,4.1,-0.5,-3,-19
CCOC(=O)CN(C(=O)CSc1nnc2c(n1)[nH]c1ccccc12)c1ccccc1,0,3.9,3,1.6,/,/,3.3,-0.9,-6,0
COc1cccc(CNC(=S)Nc2cc(OC)ccc2OC)c1,11,1.9,-3,4.8,0,3,6.6,-0.2,7,-11
CCC(C)c1ccccc1N1CC(C(=O)N2CCN(c3ccccc3)CC2)CC1=O (stereo not drawn),1,0.8,-2,/,-4,2,/,-0.4,-1,-1

# Assay outcomes deposited in PubChem by several laboratories.
